NCI-60 one-dose screen, 48 h, at 10 µM unless noted. Numbers give growth in % (100 = growth as untreated, 0 = no growth, -100 = all killed).
HL-60(TB): HL-60(TB) leukemia cells; AID 1794776; actives 9% (n = 78,000); active means growth percent below 10
* marks the source's active call; other numbers are inactive results; & = joins results of further samples.

SMILES	HL-60(TB)
CCCCN(CCCC)CCCC	84
FC(F)(F)c1ccc(-c2cnc(Cl)nc2NC2CCCCCC2)cc1	-6.3*
COc1ccc(N2C(=O)C(=S)N(c3ccc(OC)cc3)C2=O)cc1	101
CCc1ccn2c(=O)c(C)cnc2c1	107
Cn1c(=O)c2c(nc(C(O)c3ccccc3)n2C)n(C)c1=O (stereo unspecified)	112
CC(C)N(CCNc1nc(C(Cl)(Cl)Cl)nc2cc(Cl)ccc12)C(C)C	-0.3*
CCCCCC(CC)(C(=O)OCC)C(=O)OCC	172&100
Cc1ncc(C(=O)Nc2ccc(CN3CCN(C)CC3)c(C(F)(F)F)c2)cc1C#Cc1cnc(NC2CC2)c2ncccc12	34
Cn1ncc2cc3c(Nc4ccc(Cl)cc4)cccc3nc21	95
COc1ccc(S(=O)(=O)N2CCN(c3cc4c(cc3F)c(=O)c(C(=O)O)cn4C3CC3)CC2)c(OC)c1	87
CCOC(=O)c1cnc2c(-c3ccc(Cl)c(Cl)c3)cnn2c1	59
Nc1ccc2c(c1)C(=O)c1cc(N)c(Cl)cc1-2	45
O=C(Nc1ccccc1)c1ccc(COc2ccccc2)o1	74
CCNCC[C@H](O)CNCCCCNC[C@@H](O)CCNCC	96
C/C(=N\Nc1ccc([N+](=O)[O-])cc1[N+](=O)[O-])c1ccc(Br)cc1	101
Nc1ccc(C2=NN(C(=O)c3cc(-c4ccc(Cl)cc4)nc4ccccc34)C(c3ccccc3)C2)cc1 (stereo unspecified)	-6.1*
CCOc1cc(Cl)c(C(C)NC(=O)c2ccccc2)cc1OCC (stereo unspecified)	94
COc1ccc(C(=O)CCC(=O)O)c2c(OC)cccc12	102
Cc1n[nH]c(=O)[nH]c1=O	112
CCCCn1c(SCCc2c[nH]c3ccccc23)nnc1-c1ccncc1	94
CC(=O)Nc1ccccc1C(=O)O	108
O=C(Nc1ccccc1)C1CN(Cc2ccccc2)CCS1 (stereo unspecified)	105
Cn1c(-c2ccccc2)c(C(C[N+](=O)[O-])c2cccs2)c2ccccc21 (stereo unspecified)	94
COc1ccc(CN2C(=O)C(Cl)=C(Nc3cccc(C(F)(F)F)c3)C2=O)cc1	29
CCn1c2c(c3ccccc31)CC1CN(Cc3ccco3)C(=O)C1C2C(=O)O (stereo unspecified)	107
Cc1c(C#N)c(N)n(CCN2CCNCC2)c1C	112
CCCCCCCCCCCCCCCCCC[S+](C)CC (stereo unspecified)	13
Cc1ccc(COc2ccc(NC(=O)c3ccc4nc(NC(=O)c5ccc(NCCc6ccccc6)c([N+](=O)[O-])c5)sc4c3)cc2)cc1	76
Cc1ccc(NC(=O)c2ccc(Nc3ncnc4c3cnn4-c3cccc(Br)c3)cc2)cc1	61
COCc1nc2ccccc2[nH]1	96
CCCC[C@H](NC(=O)[C@H]1CCCCN1C)C(=O)N(C)[C@H](C[C@@H](OC(C)=O)c1nc(C(=O)N[C@@H](Cc2ccccc2)C[C@H](C)C(=O)OCC)cs1)C(C)C	-26*
COc1ccc(-n2c(NC(=O)N3CCN(C)CC3)c(C#N)c3ccccc32)cc1	74
O=C1OC(N(Cc2ccc(Cl)cc2)c2ccccc2)c2ccccc21 (stereo unspecified)	94
C#CCC#CCN1CCC[C@H]1C(=O)NCC(=O)OC	105
CCOc1ccc(Br)cc1/C=C1\N=C(c2ccccc2)OC1=O	62
Cc1ccc(S(=O)(=O)CCC(=O)Nc2ccc(S(N)(=O)=O)cc2)cc1	102
CCCc1n(Cc2ccc3ccccc3c2)c2ccccc2[n+]1Cc1ccc2ccccc2c1	-64*

Bioassay records: PubChem, NCI

An excerpt, so the mix of outcomes need not match the whole.
